From PubChem
PolyA inhibitor = blocks polyadenylation in yeast reporter cells; AID 1875; S. cerevisiae SKY197-pL101 polyadenylation reporter, beta-gal luminescence; efflux-impaired pdr1/pdr3 knockout yeast; score 100 = 6 SD above DMSO; calls only at 12 µM; 300,000 compounds, 0.02% hits;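 active = lowest replicate activity score at least 50, where 100 means six control SD above control mean; inconclusive = lowest score under 50 but half or more replicates reach 50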;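 also: yeast exposed to compound for 9 h at 30 °C; higher score means more reporter readthrough which indicates perturbed polyadenylation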
KCNQ1 inh = blocks the human KCNQ1 potassium channel; P51787; CHO-K1 KCNQ1, FluxOR thallium flux fluorescence; hits give high values; B-score at 10 µM; 310,000 compounds, 1.3% hits;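 active = compounds whose thallium flux B-score, printed positive for inhibition, exceeds three library SD while starting fluorescence stays within three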;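 also: channel opened by potassium depolarization with thallium stimulus after 20 min compound exposure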
GSK3B inh = inhibitors of human GSK3beta kinase. P49841. GST-GSK3beta kinase, ADP-Glo luminescence, 60 min; hits give low values. activity score (negative = inhibition), % at 10 µM. 300,000 compounds, 0.038% hits. AID 2097;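 active = more than half of replicate wells score below -50%, meaning over 50% inhibition versus plate controls; inconclusive = some replicates but at most half score below -50%; inactive = no replicate scores below -50%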;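 also: 0% = median DMSO wells and -100% = median GW8510 positive control wells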
Target sequence (P49841 whole entry, looked up): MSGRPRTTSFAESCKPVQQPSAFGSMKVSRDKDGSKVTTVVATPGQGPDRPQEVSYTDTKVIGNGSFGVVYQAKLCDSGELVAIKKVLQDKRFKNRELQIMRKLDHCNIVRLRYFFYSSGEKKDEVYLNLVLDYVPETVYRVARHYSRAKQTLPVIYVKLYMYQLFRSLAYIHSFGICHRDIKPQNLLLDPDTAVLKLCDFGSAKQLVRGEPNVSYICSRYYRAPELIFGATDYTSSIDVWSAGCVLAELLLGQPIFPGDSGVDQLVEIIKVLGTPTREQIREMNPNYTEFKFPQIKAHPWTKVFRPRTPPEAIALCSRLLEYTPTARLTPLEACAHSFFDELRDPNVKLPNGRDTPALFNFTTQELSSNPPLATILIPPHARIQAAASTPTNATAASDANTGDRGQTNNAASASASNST
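Test system – GST-tagged human GSK3beta kinase, cell-free · Incubation – 60 min enzyme reaction, room temperature · Signal – ADP-Glo luminescence · Also added – peptide substrate and ATP at 25 µM · Controls – DMSO neutral wells and GW8510 at 20 µM as positive · Buffer or medium – Tris/MgCl2 kinase buffer · Measure – Luminescence-derived activity versus plate DMSO and GW8510 wells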
KCNK9 inh = inhibitors of human KCNK9 two-pore domain potassium channel | HEK293 KCNK9, FluxOR thallium flux fluorescence; hits give low values | B-score at 10 µM | 310,000 compounds, 1.2% hits;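 active = ratio B-score over 3 SD below the library mean, with starting fluorescence within 5 SD of its mean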;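 also: negative B-score means less thallium flux so channel inhibition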
hERG protect = shields human hERG channel from block by proarrhythmic agents; Q12809; CHO-hERG, FluxOR thallium flux, dofetilide IC70 present; activation (rescue from dofetilide block), less the hit threshold, % at 10 µM; 310,000 compounds, 0.51% hits;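 active = activation above the mean of controls blocked by dofetilide plus 5 SD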;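 also: thallium influx through hERG after potassium depolarization seen as dye fluorescence rise; in these data hits start at about 4.7%; inactives centre near -7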
GSK3 alpha inh = blocks human GSK-3 alpha kinase. AID 2650. 320,000 compounds, 0.1% hits. inhibition, % at 10 µM. ADP-Glo luminescence, 60 min. P49840;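 in the data active = inhibition above about 50%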;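 also: GST-tagged GSK-3 alpha with peptide substrate and 25 µM ATP; 0% = DMSO neutral wells and 100% = GW8510 positive control wells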
KCNQ1 pot = potentiates or activates the human KCNQ1 potassium channel; P51787; AID 2648; CHO-K1 KCNQ1, thallium flux FluxOR fluorescence; hits give high values; 310,000 compounds, 0.35% hits; B-score at 10 µM;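 active = fluorescence ratio B-score, a plate-corrected score, at least three library SD, with initial intensity B-score within 5 SD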
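Test system: CHO-K1 cells stably expressing KCNQ1 / Medium: assay buffer / Also added: depolarizing K+/Tl+ stimulus, K2SO4 and Tl2SO4 each 12.5 mM in 5x stock / Incubation: 90 min dye loading and 20 min compound exposure, both at room temperature / Signal: thallium influx via FluxOR fluorescence, kinetic imaging / Evaluation: B score of baseline-normalized fluorescence ratio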
HDAC3 inhib = human HDAC3 inhibition | recombinant HDAC3, fluorogenic peptide/trypsin coupled, fluorescence | 320,000 compounds, 0.15% hits | AID 2718 | O15379 | inhibition, % at 8.3 µM; in the data active = inhibition above about 26%, passing the limit was not always enough; inconclusive = no clear call, values can overlap the other calls
Target sequence (O15379 whole entry, looked up): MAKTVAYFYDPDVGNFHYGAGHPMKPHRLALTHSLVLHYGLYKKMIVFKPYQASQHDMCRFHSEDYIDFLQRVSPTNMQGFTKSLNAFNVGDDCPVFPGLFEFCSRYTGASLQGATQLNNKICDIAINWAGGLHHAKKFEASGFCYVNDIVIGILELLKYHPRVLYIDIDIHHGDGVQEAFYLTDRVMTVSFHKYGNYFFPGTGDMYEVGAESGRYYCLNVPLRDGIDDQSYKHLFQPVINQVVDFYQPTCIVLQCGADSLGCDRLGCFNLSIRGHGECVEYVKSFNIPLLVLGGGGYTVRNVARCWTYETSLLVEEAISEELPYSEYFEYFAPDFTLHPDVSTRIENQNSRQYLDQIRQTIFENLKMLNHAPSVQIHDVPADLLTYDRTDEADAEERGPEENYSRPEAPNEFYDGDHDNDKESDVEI
DYRK1A inh = blocks rat Dyrk1A kinase activity | AID 504441 | Q63470 | ADP-Glo luminescence, NFATc1 peptide | inhibition, % at 12.5 µM | 310,000 compounds, 0.43% hits; in the data active = inhibition above about 50%;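 also: plate controls were vehicle with enzyme for no effect and no enzyme for full effect; many of its hits are not listed in these tables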
KCNK3 block = human KCNK3 channel inhibition, primary screen. O14649. CHO-KCNK3 thallium flux, FluxOR fluorescence; hits give low values. B-score at 10 µM. 340,000 compounds, 0.84% hits. AID 602410;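 active = B-score under library mean minus 4 SD, starting fluorescence ratio at most library mean plus 5 SD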;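 also: more negative B-score means stronger inhibition of thallium flux through KCNK3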
RGS4 pot = potentiators or activators of RGS4; HEK293 M3R/inducible RGS4, carbachol calcium flux Fluo4; hits give low values; B-score at 10 µM; 310,000 compounds, 0.92% hits; AID 463111;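 active = B-score of the integrated calcium signal more than 4 SD below the library mean, with starting fluorescence not abnormally high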;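 also: negative B-score means reduced calcium response which marks RGS4 activation or potentiation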
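Also added: carbachol at ECmax as muscarinic agonist stimulus; Assay system: HEK293 cells with stable M3R and inducible RGS4; Timing: overnight RGS4 induction, 30 min dye load 37 °C, 20 min compound RT; Measured by: Fluo4-AM (2 µM) calcium-flux fluorescence, kinetic read.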
An asterisk follows results filed as active; i = inactive; ? = inconclusive; nt = no result given. These rows are one share of the data. The share of hits here may be higher or lower than overall.

Results follow in this order: PolyA inhibitor | KCNQ1 inh | GSK3B inh | KCNK9 inh | hERG protect | GSK3 alpha inh | KCNQ1 pot | HDAC3 inhib | DYRK1A inh | KCNK3 block | RGS4 pot
1. Cc1ccc2nsnc2c1S(=O)(=O)N1CCOCC1
→ i | i | -6 | i | -9 | 0 | i | 5 | -3 | i | i
2. CC(C)OC(=O)NS(=O)(=O)c1cccc([N+](=O)[O-])c1
→ i | i | 4 | i | -8 | 0 | i | nt | -3 | i | i
3. O=C(Nc1ccc2[nH]c(=O)[nH]c2c1)c1cccc([N+](=O)[O-])c1
→ i | i | 2 | i | -13 | -1 | i | -8 | -6 | i | i
4. Cc1ccc(Sc2ncccc2C(=O)NC2CCCCCC2)cc1C
→ i | i | 2 | i | -4 | -3 | i | 4 | -3 | i | i
5. COc1ccc(C2CC(=O)CC(=O)C2n2cncn2)cc1 (stereo unspecified)
→ i | i | 1 | i | -14 | nt | i | 2 | -3 | i | i
6. COc1ccc(-c2ccc(Nc3ccc(C(=O)N4CCOCC4)cc3)nn2)cc1OC
→ i | i | -3 | i | -15 | -1 | i | 3 | 4 | i | i
7. O=C1C2C3C=CC(C4CC34)C2C(=O)N1/N=C/c1c[nH]c2ccccc12 (stereo unspecified)
→ i | i | -3 | i | -1 | 0 | i | 4 | 6 | i | i
8. O=C(C1=C[C@@H](C2CCCCC2)C[C@@H](OCCCCO)O1)N1CCN(Cc2ccc3c(c2)OCO3)CC1
→ i | i | -1 | i | -10 | nt | i | 10 | 10 | i | i
9. COc1ccc(/C=C/C(=O)NCCN=C2NS(=O)(=O)c3ccccc32)cc1
→ i | i | -2 | i | -6 | 4 | i | 12 | 0 | i | i
10. CCn1cc(C(=O)NCCc2ccc(Cl)cc2)c(=O)c2cc(S(=O)(=O)N(C)C)ccc21
→ i | i | -2 | i | -9 | nt | i | nt | 5 | i | i
11. CCn1c(C(=O)N2CCC(C(=O)NCc3cccs3)CC2)cc2sccc21
→ i | i | 2 | i | -12 | -3 | i | 2 | -9 | i | i
12. CCOC(=O)c1c(-c2ccc(Cl)cc2)c(C#N)c(=O)n(N)c1N
→ i | i | -2 | i | -7 | -2 | i | 7 | 4 | i | i
13. COc1cccc(-c2cc(C(F)(F)F)n3ncc(C(=O)N4CCc5ccccc5C4)c3n2)c1
→ nt | i | 3 | i | -6 | -2 | i | -9 | 6 | i | i
14. Cc1cc(C)c(S(=O)(=O)c2ccccc2)c(N2CCOCC2)n1
→ i | i | 3 | i | -5 | -1 | i | -5 | -7 | i | i
15. CC1CCN(C(=O)CN(Cc2ccc(Cl)cc2)S(C)(=O)=O)CC1
→ i | i | -2 | i | -7 | -5 | i | 0 | 14 | i | i
16. O=C(CSc1nccc(=O)[nH]1)NN(c1ccccc1)c1ccccc1
→ i | i | 5 | i | -11 | -2 | i | -11 | -9 | i | i
17. CSc1cccc(CNC(=O)C2CCC(=O)N(CCc3ccccn3)C2)c1 (stereo unspecified)
→ i | i | 6 | i | -6 | 2 | i | 8 | 3 | i | i
18. CCS(=O)(=O)c1nc(S(=O)(=O)c2ccc(C)cc2)c(N2CCC(O)CC2)s1
→ i | i | 1 | i | -5 | -5 | i | 4 | 1 | i | i
19. CCC(=O)NC(=S)Nc1ccccc1C(F)(F)F
→ i | i | 1 | i | -7 | -3 | i | 3 | 1 | i | i
20. CC(C)N(C(=O)CN1C(=O)NC(c2ccccc2)(c2ccccc2)C1=O)C(C)C
→ i | i | 2 | i | -2 | 0 | i | 7 | -4 | i | i
21. CC(NC(=O)C1CC1)C(c1cccs1)N1CCOCC1 (stereo unspecified)
→ i | i | -1 | i | -7 | 8 | i | 10 | 4 | i | i
22. CCOC(=O)c1c(C)nc(C)c(C(=O)OCC)c1-c1ccc(O)c(OC)c1
→ i | i | 1 | i | -9 | -3 | i | 4 | -5 | i | i
23. CCCC1=C([O-])C2N=CC=CC2=[N+](c2ccccn2)C1=O (stereo unspecified)
→ i | i | 4 | i | -3 | -1 | i | 6 | -3 | i | i
24. Cc1ccsc1C(=O)OCC(=O)Nc1cccc(S(=O)(=O)N2CCOCC2)c1
→ i | i | 0 | i | -10 | -4 | i | ? | -3 | i | i
25. CC1CN(S(=O)(=O)c2ccc(C(=O)Nc3nccs3)cc2)CC(C)O1 (stereo unspecified)
→ i | i | -12 | i | -7 | -3 | i | -2 | 6 | i | i
26. CN(Cc1cccnc1)C(=O)CNC(=O)COc1ccccc1
→ i | i | nt | i | -7 | 9 | i | 0 | -1 | i | i
27. CCOC(=O)c1ccccc1NC(=S)N1CCC(C)CC1
→ i | i | 0 | i | -6 | 2 | i | -2 | -6 | i | i
28. Nc1nnc(-c2cccc(F)c2)s1
→ i | i | 2 | i | 0 | 0 | i | -7 | 23 | i | i
29. Cc1ccc(NC(=S)N2CCN(S(=O)(=O)c3ccc(C)cc3)CC2)cc1
→ nt | i | 1 | i | -11 | nt | i | -2 | 2 | i | i
30. Cc1ccc2cc(/C=N/NC(=O)CN3CCOCC3)c(Cl)nc2c1
→ i | i | -2 | i | -11 | 0 | i | 6 | -2 | i | i
31. COc1ccc(CNC(=O)CN(C(=O)c2snc(C(N)=O)c2N)c2cccc(F)c2)cc1
→ i | i | 3 | i | -5 | 0 | i | 8 | -1 | i | i
32. COc1cc(C(=O)OCC(=O)Nc2cc(S(=O)(=O)N3CCOCC3)ccc2C)ccc1OCC(C)C
→ i | i | 0 | i | -13 | -3 | i | 10 | 17 | i | i
33. Cc1cc(C(=O)NNC(=O)c2sccc2C)c(C)o1
→ i | i | -1 | i | -7 | -1 | i | 3 | 13 | i | i
34. COc1ccccc1C(=O)Nc1nnc(SCC(=O)NCc2ccco2)s1
→ i | i | 1 | i | -12 | 0 | i | -4 | -4 | i | i
35. COc1ccc(CSc2nc(C)[nH]c2[N+](=O)[O-])cc1[N+](=O)[O-]
→ i | i | 0 | i | -10 | 0 | i | 1 | nt | i | i
36. COC(=O)C1=C(C)N(c2ccccc2)/C(=C/c2cccs2)C1=O
→ i | i | -1 | i | -7 | -2 | i | 0 | -7 | i | i
37. CCOC(=O)C(=O)NNc1ccccc1C
→ i | i | 1 | i | -5 | nt | i | 1 | 5 | i | i
38. O=C(NC(=S)Nc1cccc(O)c1)c1cncc(Br)c1
→ i | i | -1 | i | -9 | -2 | i | 7 | nt | i | i
39. O=C(NCC(=O)N1CCN(c2ccccc2O)CC1)c1ccc2ccccc2c1
→ i | i | 2 | i | -7 | -1 | i | -4 | -7 | i | i
40. O=c1[nH]c(C2CCN(S(=O)(=O)c3ccccc3C(F)(F)F)CC2)nc2c1nnn2Cc1ccccc1
→ i | i | 4 | i | -7 | -1 | i | 2 | -1 | i | i
41. CC(C)CCN1C(=O)c2ccccc2C1C(=O)NCc1cccnc1 (stereo unspecified)
→ i | i | 0 | i | -7 | 1 | i | 3 | -5 | i | i
42. COc1ccccc1NC(=O)c1ccc(-c2ccccc2[N+](=O)[O-])o1
→ i | i | -6 | i | -8 | 2 | i | 1 | -3 | i | i
43. C=CCOc1ccc(C2C(C#N)=C(N)N(N(C)C)C3=C2C(=O)CCC3)cc1 (stereo unspecified)
→ i | i | 2 | i | -8 | 0 | i | 11 | -2 | i | i
44. CC(c1ccccc1)N1CC(C(=O)N2CCN(c3ccccc3)CC2)CC1=O (stereo unspecified)
→ i | i | 2 | i | -9 | -2 | i | 0 | 9 | i | i
45. COc1cc(NC(=O)c2nccn2C)cc(C(=O)Nc2cccc(C(F)(F)F)c2)c1
→ i | i | -2 | i | -6 | -1 | i | -11 | 5 | i | i
46. Cc1ccc(NS(=O)(=O)c2c(C)[nH]c(C)c2C(=O)N2CCCC2)cc1Cl
→ i | i | -3 | i | -8 | -4 | i | -4 | 1 | i | i
47. CCCOC(=O)c1cc(=O)[nH]c2ccccc12
→ i | i | -2 | i | -2 | 2 | i | -5 | 0 | i | i
48. Cc1ccc2c(c1)N(CC(=O)NCCCN1CCCCC1)C(=O)CO2
→ i | i | 0 | i | -8 | -3 | i | 1 | -4 | i | i
49. Cc1ccc(OCC(=O)Nc2ccc(S(=O)(=O)N(C)C3CCN(C)CC3)cc2)c(C)c1
→ i | i | 1 | i | -9 | -2 | i | 0 | -2 | i | i
50. Cc1ccn(C(=O)c2cc3c(C)nn(-c4ccccc4)c3s2)n1
→ i | i | 3 | i | -5 | -2 | i | -2 | 5 | i | i
51. O=C(N/N=C/C=C\c1ccccc1[N+](=O)[O-])c1cccs1
→ nt | i | 0 | i | -3 | nt | i | 0 | -87 | i | i
52. O=[N+]([O-])c1cc(Cl)cc(C2=NCCN2)c1
→ i | i | -3 | i | -13 | 0 | i | -2 | -3 | i | i
53. CC(=O)N(Cc1c(C#N)c2ccccc2n1C)c1ccccc1
→ i | i | -3 | i | -9 | 0 | i | -2 | 5 | i | i
54. CCSC1=N/C(=C\c2cccnc2)C(=O)N1c1ccccc1
→ i | i | -1 | i | -8 | -2 | i | -10 | 2 | i | i
55. CC1=CC(C)(C)N(C(=O)CSc2ncn[nH]2)c2ccccc21
→ i | i | -2 | i | -2 | -6 | i | -4 | 4 | i | i
56. CC1(c2ccc(C#N)cc2)NC(=O)N(CC(=O)Nc2cc(S(=O)(=O)N3CCOCC3)ccc2Cl)C1=O (stereo unspecified)
→ i | i | 3 | i | -5 | -2 | i | -1 | 0 | i | i
57. COc1cnn(-c2cc(Oc3ccc(C)cc3)ncn2)c(=O)c1Cl
→ i | i | 3 | i | -9 | -4 | i | -2 | 15 | i | i
58. CN(Cc1ccc(F)cc1)C(=O)c1cc(COc2ccc(F)cc2F)on1
→ i | i | 0 | i | 4 | nt | i | 10 | -1 | i | i
59. O=C(CN(C(=O)CCC(=O)Nc1nccs1)c1cccc(F)c1)NCc1ccc2c(c1)OCO2
→ i | i | -5 | i | -8 | -2 | i | -8 | 3 | i | i
60. O=C(CSc1nccc(=O)[nH]1)NC1CCCc2ccccc21 (stereo unspecified)
→ i | i | -2 | i | -6 | 1 | i | 0 | 0 | i | i
61. COC(=O)[C@@H](NC(=O)c1ccccc1)[C@@H](C)O
→ i | i | -4 | i | 4 | -1 | i | 2 | 0 | i | i
62. COCCCN=C1NN=C(c2cc(C)n(Cc3ccco3)c2C)CS1
→ i | i | 3 | i | -5 | -1 | i | 8 | 3 | i | i
